POLK inh – blocks human DNA polymerase kappa activity; Q9UBT6; purified Pol kappa, fluorescent DNA synthesis assay, 10 min; Potency, µM (highest dose often 107 µM), without a hit: top-dose activity, negative = inhibition, hits mostly inhibitors; 0.53% of 400,000 active; also: potency is read from the fitted curve at half-maximal effect; % is scaled to controls: 0 for no effect and ±100 for the full control effect
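Here, compound and 10 nM enzyme are combined for 15 min at room temperature; adding 50 nM substrate (final) starts DNA synthesis, tracked by fluorescence at 0 and 10 min against buffer-only wells.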
BLM inh – Bloom syndrome helicase (human) inhibition. P54132. recombinant BLM DNA unwinding, fluorescence dequenching. Potency, µM (top dose mostly 56.1 µM), inactives show at the highest dose activity change, negative = inhibition, actives largely listed as inhibitors. 0.2% of 350,000 active. AID 2528;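 also: potency is read from the fitted curve at half-maximal effect; plate controls were vehicle for no effect and no enzyme for full effect; nearly all actives have a fitted effect of over 35% in size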
Pol iota inh – DNA polymerase iota (human) inhibition; 1% of 390,000 active; Potency, µM (titrated, usually from 115 µM), without a hit: at the highest dose activity, negative = inhibition, actives largely listed as inhibitors; Pol iota fluorescent replication assay, 10 min; Q9UNA4; also: potency is read from the fitted curve at half-maximal effect
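Pol iota at 10 nM preincubated 15 min with compounds at room temperature; reaction started with fluorescent substrate, 50 nM final. Fluorescence read kinetically at 0 and 10 min; buffer-only wells as negative control.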
TRHR ag – activates the human TRH receptor. P34981. TRHR cells, calcium flux fluo-8, FDSS agonist mode. activation, % at 2 µM. 0.18% of 360,000 active; in the data active = activation above about 30%; also: 0% is about no effect
Target sequence (P34981 whole entry, looked up): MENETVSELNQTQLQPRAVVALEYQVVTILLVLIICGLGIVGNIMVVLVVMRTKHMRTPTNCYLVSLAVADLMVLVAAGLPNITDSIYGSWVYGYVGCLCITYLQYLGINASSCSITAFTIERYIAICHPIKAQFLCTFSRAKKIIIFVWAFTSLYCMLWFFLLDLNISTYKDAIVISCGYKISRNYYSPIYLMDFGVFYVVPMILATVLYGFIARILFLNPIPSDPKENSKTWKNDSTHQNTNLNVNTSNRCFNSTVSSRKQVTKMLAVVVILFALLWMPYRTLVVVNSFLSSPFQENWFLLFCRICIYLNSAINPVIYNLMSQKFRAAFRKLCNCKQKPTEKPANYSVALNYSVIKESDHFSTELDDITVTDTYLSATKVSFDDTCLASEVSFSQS
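Fluo-8-loaded TRHR cells; 10 s baseline, compound added, kinetic Ca2+ fluorescence read 1/s, agonist mode.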
APE1 inh – blocks human APE1 abasic DNA cleavage. AID 2517. Potency, µM (highest dose often 65.8 µM), for the others: at the highest dose activity change, negative = inhibition, actives largely listed as inhibitors. recombinant APE1, TAMRA/BHQ-2 abasic DNA cleavage fluorescence. 0.35% of 350,000 active;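 also: potency is read from the fitted curve at half-maximal effect; plate controls were vehicle for no effect and reference inhibitor for full effect; nearly all actives have a fitted effect of over 55% in size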
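Quantitative HTS: incision of a TAMRA/BHQ-2 double-stranded substrate bearing a tetrahydrofuran abasic site by 0.75 nM APE1 raises fluorescence. Substrate 50 nM final, added after 15 min compound preincubation at room temperature; progress as third-minus-first kinetic read difference.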
12-LOX inh – blocks human arachidonate 12S-lipoxygenase | purified 12hLO, xylenol orange hydroperoxide absorbance | Potency, µM (highest dose often 108 µM), for the others: at the top dose activity change, negative = inhibition, usual class: inhibitors | 1.1% of 580,000 active | AID 1671190; also: potency is read from the fitted curve at half-maximal effect; % is scaled to controls: 0 for no effect and ±100 for the full control effect
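Purified human 12hLO (150 nM final) in 25 mM Hepes, 0.01% Triton X-100, pH 7.0 was preincubated 15 min at room temperature with compound. Then 40 uM arachidonic acid was added, 30 min. Hydroperoxide was read by Fe-XO absorbance ratio 573/405 nm.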
POLB inh – blocks human DNA polymerase beta activity | P06746 | Pol beta primer extension/strand displacement, fluorescence kinetic | Potency, µM (titrated, usually from 114 µM), inactives show top-dose activity change, negative = inhibition, hits mostly inhibitors | 1.3% of 340,000 active; also: potency is read from the fitted curve at half-maximal effect; % is scaled to controls: 0 for no effect and ±100 for the full control effect
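Reaction started by 50 nM substrate onto compound-treated Pol beta (10 nM, 15 min preincubation, room temperature); plates read at 0 min and 10 min. Normalized concentration-effect data fitted by four-parameter Hill equation.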
ERG-DNA inh – blocks human ERG Ets domain binding to DNA | AID 624246 | P11308 | Potency, µM (top dose mostly 76.9 µM), for the others: at the highest dose FP activity, negative = inhibition, hits mostly inhibitors | 0.028% of 370,000 active | fluorescence polarization, His-ERG Ets domain / labelled DNA; active = well fitted inhibition curve with a large enough effect in the polarisation, with a control signal flat; inconclusive = small, poorly fitted or top-dose-only effect, or effect the other way, or a change in a side signal; inactive = no such curve, though single readings can be large or run the other way; the % refers to the polarisation;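 also: polarization taken with two DNA probes labelled with fluorescein and Texas red; potency is read from the fitted curve at half-maximal effect; % of control where 0% means no effect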
Target sequence (P11308 whole entry, looked up, the tested form may be a part): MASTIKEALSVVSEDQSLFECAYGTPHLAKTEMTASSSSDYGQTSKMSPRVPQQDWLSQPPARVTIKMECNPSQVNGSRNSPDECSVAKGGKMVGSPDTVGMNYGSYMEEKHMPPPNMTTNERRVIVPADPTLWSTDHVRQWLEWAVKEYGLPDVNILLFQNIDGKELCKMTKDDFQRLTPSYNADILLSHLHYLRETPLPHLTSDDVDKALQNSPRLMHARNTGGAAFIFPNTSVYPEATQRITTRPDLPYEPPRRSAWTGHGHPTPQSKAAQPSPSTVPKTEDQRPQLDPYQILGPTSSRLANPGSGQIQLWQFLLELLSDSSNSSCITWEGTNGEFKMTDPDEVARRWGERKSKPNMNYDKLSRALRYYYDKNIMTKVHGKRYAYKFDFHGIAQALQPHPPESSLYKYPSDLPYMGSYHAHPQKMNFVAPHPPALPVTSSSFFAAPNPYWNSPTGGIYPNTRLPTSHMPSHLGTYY
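His-tagged ERG Ets domain (1 uM in the protein solution; 300mM KCl, 50mM Tris-HCl, 1mM EDTA, 1mM DTT, pH 7.5) received compound, then a probe mix of 5 nM fluorescein-DNA and 100nM Texas-615-DNA. Fluorescence polarization was read for both dyes.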
Apoferritin bind – candidate novel general anesthetic via apoferritin binding; P02791; 0.074% of 350,000 active; Potency, µM (titrated, usually from 77.5 µM), inactives show at the highest dose activity change, negative = displacement, actives largely listed as inhibitors; AID 485281; apoferritin/1-aminoanthracene competitive binding, fluorescence; also: potency is read from the fitted curve at half-maximal effect; % is scaled to controls: 0 for no effect and ±100 for the full control effect; nearly all actives have a fitted effect of over 20% in size
Target sequence (P02791 2-175 limits assumed): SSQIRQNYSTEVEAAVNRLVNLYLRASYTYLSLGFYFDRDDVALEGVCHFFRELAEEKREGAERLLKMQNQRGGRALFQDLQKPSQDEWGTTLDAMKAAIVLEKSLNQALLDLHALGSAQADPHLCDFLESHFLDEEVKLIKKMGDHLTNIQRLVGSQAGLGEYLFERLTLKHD
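Horse-spleen apoferritin (10 uM) was mixed with 50% saturated 1-aminoanthracene in PBS, exposed to compounds for 10 min at room temperature, and read for fluorescence (ex 380 nm, em 535 nm). Competitive displacement was fitted with a four-parameter Hill equation.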
Starred values were filed as active, the others as inactive; i = inactive; ? = inconclusive; · = not tested or not shown; & = joins results of further samples; [ ] = dose if it differs, or a comment. Unless noted, calls follow the shape of the dose curve; as a rule, active = well fitted curve in the direction sought with a large enough effect; inconclusive = small, poorly fitted or top-dose-only effect, or another doubt; inactive = no such curve, though single readings can be large; an effect the other way counts as inactive or inconclusive.

[1] C1CCC(n2nnnc2CN2CCN(C3CCCC3)CC2)CC1
[2] Cc1ccc(N(CC(=O)N2CCN(c3cc(Cl)ccc3C)CC2)S(=O)(=O)c2c(C)noc2C)cc1
[3] CCCc1nnc(SCC(=O)Nc2ccc(C(=O)OCC)cc2)o1
[4] CCn1c(=O)n(CC)c2cc(S(N)(=O)=O)ccc21
[5] Cn1c(Oc2ccccc2NCc2cccc(Br)c2)cc(=O)n(C)c1=O
[6] Cc1nc2cc(-c3ccccc3)[nH]n2c(=O)c1C
[7] COc1cc(C(=O)N/N=C/c2ccccn2)cc(OC)c1OC
[8] Cc1ccc(S(=O)(=O)C(c2ccccc2)c2c(C)noc2C)cc1 (centres undefined)
[9] Cc1cc2c(=O)n(C)c(SCC(=O)Nc3ccccc3)nc2s1
[10] O=C(CCN1C(=O)C2CCCCC2C1=O)Nc1nc(-c2ccccc2)cs1 (centres undefined)

Compound,1,2,3,4,5,6,7,8,9,10
Pol iota inh,9%,13%,42%[activator],14%,12%,-8%,18%,-10%,67%[activator],0%
BLM inh,-2%,-5%,0%,-1%,-6%,-2%,1%,-1%,1%,0%
POLB inh,40%,-2%,11%,-10%,26%,29%,-1%,17%,53%,0%
APE1 inh,6%,·,56%,-1%,-4%,12%,-1%,18%,6%[12.4 µM],-1%
12-LOX inh,-22%,0%,0%,-9%,-3%,0%,6%,-9%,20%,i
TRHR ag,0.1,1.3,-0.4,0.3,-0.5,0.0,0.4,-0.4,-0.7,0.1
ERG-DNA inh,-5%,4%,9%,9%,5%,-10%,-3%,2%,4%,6%
POLK inh,-8%,-3%,1%,4%,-9%,9%,6%,-6%,-6%,-10%
Apoferritin bind,-14%,13%,-5%,5%,-14%,-12%,-8%,-12%,-5%,-11%

[11] O=C(N/N=C\c1ccc(Br)cc1)c1ccc(Cn2cccn2)o1
[12] CCCCNC(=O)N1CCN(c2ccccc2OCC)CC1
[13] Cc1ccc[n+](-c2[nH]c(=O)sc2/C=N/NC(=O)c2ccccc2[O-])c1
[14] COc1cccc(C(=O)Nc2ccc3c(c2)C(=O)c2ccccc2C3=O)c1
[15] Cc1cccc(C)c1NC(=S)N/N=C/c1ccc(OCCC(C)C)cc1
[16] COCCN(C(=O)COC(=O)C(c1ccccc1)c1ccccc1)c1c(N)n(Cc2ccccc2)c(=O)[nH]c1=O
[17] COc1cc2nc(SCC(=O)NCc3ccco3)n(Cc3ccc(Cl)cc3)c(=O)c2cc1OC
[18] CCOC(=O)C1=C(C)N=C2SCCC(=O)N2[C@@H]1/C=C/c1ccccc1
[19] CC1CCN(c2nc(N3CCCCC3)nc(N3CCCCC3)n2)CC1
[20] Cc1cccc(Cl)c1NC(=S)NN

Compound,11,12,13,14,15,16,17,18,19,20
Pol iota inh,-7%,25%,?,?,3%,17%,?,?,-9%,30%
BLM inh,4%,0%,-2%,-26%,-13%,·,-3%,-6%,-3%,-4%
POLB inh,3%,2%,1%[57.1 µM],10µM*,-3%,·,-2%,6%,-16%,-19%
APE1 inh,1%,5%,-4%,5%,-4%,-8%,3%,-1%,0%,1%
12-LOX inh,2%,-3%,-24%,-24%,?,-27%,?,0%,-18%,?
TRHR ag,-0.3,-2.2,0.9,0.3,0.0,0.6,0.5,0.0,0.2,0.2
ERG-DNA inh,·,-6%,15%,9%,4%,-6%,-5%,-2%,-1%,-14%
POLK inh,-7%,-2%,-12%,-9%[60.1 µM],-22%,-12%,-4%,-1%,-7%,10%
Apoferritin bind,-16%,-7%,-7%,-15%,-8%,·,5%,?,-5%,6%

Along the list, as entered above.
TRHR ag for nos. 4–12, in order: 0.3, -0.5, 0.0, 0.4, -0.4, -0.7, 0.1, -0.3, -2.2
BLM inh for nos. 4–12, in order: -1%, -6%, -2%, 1%, -1%, 1%, 0%, 4%, 0%

(further entries)
[21] C[C@H](O)C(=O)C1=Nc2c(nc(N)[nH]c2=O)NC1
[22] CC12CCC(=O)N1C(C(=O)N1CCN(c3cccc(Cl)c3)CC1)CS2 (centres undefined)
[23] Cc1ccc(NC(=O)CCSc2nc(-c3ccco3)cc(C(F)(F)F)n2)cc1F
[24] CC(C)(CNC(=O)c1cccc(S(=O)(=O)NCc2ccccc2)c1)N1CCOCC1
[25] CCN(C[C@H]1N[C@@](CC)(C(=O)OC)[C@H]2C(=O)N(C)C(=O)[C@@H]12)C(=O)Nc1ccc(OC)cc1
[26] COc1ccc(-c2noc(CCC(=O)Nc3cccc(C)c3C)n2)cc1OC
[27] CCC(C)Sc1ccc(-c2nc3ccc(Cl)cn3c2NCc2ccccc2)cc1 (centres undefined)
[28] O=C(OCC(=O)N(C1CCCCC1)C1CCCCC1)c1ccc(Cl)nc1
[29] COCCn1c(C)cc(C(=O)COC(=O)/C=C/c2c(C)nn(C3CCS(=O)(=O)C3)c2Cl)c1C (centres undefined)
[30] COc1ccc(NC(=O)/C(=C\c2cc(OC)c(OC)cc2[N+](=O)[O-])NC(=O)c2ccccc2)cc1

Compound,21,22,23,24,25,26,27,28,29,30
Pol iota inh,-11%,14%,-13%,5%,15%,-7%,?,-11%,13%,4%
BLM inh,·,·,0%,·,·,-8%,·,·,·,-6%
POLB inh,11%[57.1 µM],·,1%,·,·,18%,·,·,·,26%
APE1 inh,1%&15%,-3%,·,17%,16%,·,5%,14%,-9%,-6%
12-LOX inh,?,-3%,-21%,19%,5%,-16%,-12%,-27%,-16%,?
TRHR ag,0.3,-0.4,4.9,-0.4,·,-1.0,·,1.6,1.2,-0.5
ERG-DNA inh,?,4%,2%,-9%,-2%,3%,-10%,6%,-2%,-1%
POLK inh,-8%[60.1 µM],-3%,3%,-29%,-11%,2%,2%,-21%,-7%,-7%
Apoferritin bind,·,·,?,·,·,3%,·,·,·,?

[31] CCOC(=O)c1cnc(-n2nc(C)cc2C)nc1NNc1cc(C)nc(-c2ccccc2)n1
[32] CSc1ccccc1NC(=O)CN(c1ccccc1)S(=O)(=O)N(C)C
[33] Cc1cc(NCc2cccnc2)nc(N)n1
[34] O=C(COc1ccccc1Cl)Nc1cccnc1
[35] COc1ccccc1/C=C/C(=O)OCC(=O)Nc1ccc(Cl)cn1
[36] COc1ccccc1C(=O)NCC(=O)OC(C)C(=O)N(C)C1CCCCC1 (centres undefined)
[37] Cn1cc(Br)c(C(=O)NNC(=O)c2cccc(Br)c2)n1
[38] NC1=C([N+](=O)[O-])C(c2ccc3c(c2)OCO3)C2=C(CCCC2=O)O1 (centres undefined)
[39] O=C(Nc1ccccc1)N1CCN(c2ccc(C(F)(F)F)cn2)CC1
[40] O=C(COC(=O)CC1c2ccccc2CCN1S(=O)(=O)c1ccccc1)Nc1ccccc1 (centres undefined)

Compound,31,32,33,34,35,36,37,38,39,40
Pol iota inh,10%,0%,49%[activator],-2%,24%,14%,-13%,-19%,-3%,?
BLM inh,-5%,-11%,3%,-1%,-9%,·,1%,-3%,-6%,-11%
POLB inh,2%,?,3%,15%,-9%,·,-5%,22%,0%,0%
APE1 inh,7%,-16%,24%,2%,2%,15%,15%,26%,-1%,?
12-LOX inh,11%,-2%,1%,0%,5%,195%[activator],3%,2%,-3%,22%
TRHR ag,-0.4,-0.9,0.3,0.4,-1.4,3.5,-0.2,0.5,2.5,-0.1
ERG-DNA inh,6%,3%,-2%,3%,-2%,22%,-12%,8%,-9%,-4%
POLK inh,-15%,-15%,-14%[60.1 µM],-5%,-10%,-1%,-10%,-5%,-3%,-6%
Apoferritin bind,1%,-1%,-4%,-5%,?,·,?,-3%,-11%,2%

[41] NS(=O)(=O)c1cccc(NC(=O)c2cc(-c3cccs3)nc3ccccc23)c1
[42] Cc1ccc(C(=O)NC(=S)N2CCCCCC2)cc1
[43] COc1ccc(-c2cn3nc(N4CCCC(C(=O)Nc5ccc(Cl)cc5C)C4)sc3n2)cc1 (centres undefined)
[44] Cc1ccc(NC(=O)[C@H](Cc2ccccc2)N2Cc3ccccc3C2=O)cc1
[45] COC(=O)c1ccccc1NC(=O)CN(c1c(C)cccc1C)S(C)(=O)=O

Compound,41,42,43,44,45
Pol iota inh,-10%,28%,23%,3%,24%
BLM inh,-7%,·,-12%,-3%,-1%
POLB inh,20%,·,?,-9%,?
APE1 inh,-3%,26%,·,·,-16%
12-LOX inh,?,?,0%,-26%,0%
TRHR ag,-0.2,-0.5,0.1,0.1,-0.4
ERG-DNA inh,12%,3%,-1%,-1%,-17%
POLK inh,4%,-22%,-6%,-19%,-2%
Apoferritin bind,-8%,·,-12%,-9%,-12%

Reformatted: two of the compounds above.
# | Compound | Pol iota inh | BLM inh | POLB inh | APE1 inh | 12-LOX inh | TRHR ag | ERG-DNA inh | POLK inh | Apoferritin bind
38 | NC1=C([N+](=O)[O-])C(c2ccc3c(c2)OCO3)C2=C(CCCC2=O)O1 (centres undefined) | -19% | -3% | 22% | 26% | 2% | 0.5 | 8% | -5% | -3%
39 | O=C(Nc1ccccc1)N1CCN(c2ccc(C(F)(F)F)cn2)CC1 | -3% | -6% | 0% | -1% | -3% | 2.5 | -9% | -3% | -11%

Bioassay records (PubChem BioAssay)

Not all compounds are listed (hit frequency here may not be typical).
